All columns: NCI-60 one-dose screen, growth in % after 48 h at 10 µM unless noted; 100 = growth as untreated, 0 = no growth, -100 = all killed.
T-47D – T-47D breast cancer; actives 5% (n = 79,000)
K-562 – K-562 leukemia. actives 7.4% (n = 78,000)
MCF7 – MCF7 breast cancer; AID 1794796; actives 6.3% (n = 82,000)
MDA-MB-231 – MDA-MB-231 breast cancer; actives 5% (n = 81,000)
HS 578T – HS 578T breast cancer | actives 4.1% (n = 78,000) | AID 1794788
BT-549 – BT-549 breast cancer; actives 4.4% (n = 78,000); AID 1794793
MDA-MB-468 – MDA-MB-468 breast cancer; actives 8.5% (n = 78,000); AID 2202374
SR – SR leukemia cells; actives 8.7% (n = 73,000)
* hit, by the source's call; nt = not tested or not shown; & = joins results of further samples. How the source made its calls: active means growth percent below 10; inactive means the rest.

SMILES | T-47D | K-562 | MCF7 | MDA-MB-231 | HS 578T | BT-549 | MDA-MB-468 | SR
O=C1C(C2SC(=S)N(Cc3ccccc3)C2=O)SC(=S)N1Cc1ccccc1 (configuration not stated) | 41.1 | 58.8 | 22.0 | 85.9 | 93.2 | 95.3 | 26.4 | 57.9
COC(=O)[C@H](Cc1ccccc1)n1cc(COc2nc(Cl)nc(N3CCOCC3)n2)nn1 | 104.5 | 96.4 | 93.2 | 100.4 | 104.8 | 108.2 | 89.8 | 100.5
COc1cc2nc(NC3CC3)nc(NC3CCN(C(C)C)CC3)c2cc1OC | 103.4 | 77.8 | 87.2 | 85.6 | 92.2 | 95.7 | 96.5 | 78.0
Nc1nc(-c2cccc([N+](=O)[O-])c2)c(N=Nc2ccc(Cl)cc2)s1 | 50.9 | 48.9 | 68.0 | 83.1 | 72.9 | 92.1 | 64.3 | 66.7
N=C(N)c1ccc(-c2ccc(-c3ccccc3)s2)cc1 | 44.5 | 1.4* | 13.8 | 10.3 | 87.8 | 90.6 | -39.2* | 7.2*
CC(C)[C@@H](O)CC[C@@H](C)[C@H]1CC[C@@]2(C)C3CC[C@H]4[C@@H](C)[C@@H](O)CC[C@@]45C[C@@]35CC[C@]12C (some centres not stated) | 94.9 | 104.0 | 90.0 | 94.8 | 87.3 | 102.6 | 100.9 | 91.7
N#Cc1ccc(C(=O)Nn2c(N)cc3ccccc3c2=O)cc1 | 54.3 | 89.6 | 39.3 | nt | nt | 85.4 | 76.4 | 76.0
C=CCc1cc2c(C)cc(=O)oc2c(C)c1OC(C)=O | 98.7 | 88.6 | 87.0 | 97.8 | 120.9 | 109.0 | 110.9 | 76.4
CC(C)CN1C(=O)[C@@]2(Oc3ccccc3[C@H]3CC(c4ccc(Br)cc4)=NN32)c2ccccc21 | 58.2 | 45.2 | 55.3 | 62.0 | 70.8 | 89.1 | 70.2 | nt
O=C(N/N=C/c1ccc(O)cc1)c1cnc2nc[nH]n2c1=O | 99.3 | nt | 96.8 | 105.3 | 114.1 | 103.0 | 106.0 | nt

Continued, starting with the last three of the part before.
SMILES | T-47D | K-562 | MCF7 | MDA-MB-231 | HS 578T | BT-549 | MDA-MB-468 | SR
C=CCc1cc2c(C)cc(=O)oc2c(C)c1OC(C)=O | 98.7 | 88.6 | 87.0 | 97.8 | 120.9 | 109.0 | 110.9 | 76.4
CC(C)CN1C(=O)[C@@]2(Oc3ccccc3[C@H]3CC(c4ccc(Br)cc4)=NN32)c2ccccc21 | 58.2 | 45.2 | 55.3 | 62.0 | 70.8 | 89.1 | 70.2 | nt
O=C(N/N=C/c1ccc(O)cc1)c1cnc2nc[nH]n2c1=O | 99.3 | nt | 96.8 | 105.3 | 114.1 | 103.0 | 106.0 | nt
CC(=O)/C=C\C(C)=O | 97.3 | 107.6 | 93.0 | 110.7 | 109.8 | nt | 111.1 | 106.8
CSc1ccc(Cl)c(C(=O)Nc2sccc2C(N)=O)c1 | 44.1 | 110.5 | 64.8 | 99.0 | 99.4 | nt | -7.3* | 104.0
C/C(=N/NC(=S)NC1CCCCC1)c1sc(Nc2cccc(O)c2)nc1C | 94.1 | 83.0 | 88.1 | 95.3 | 91.7 | 97.6 | 94.8 | nt
O=C1CC(c2ccccc2)c2ccc(O)cc2O1 (configuration not stated) | 107.5 | 98.5 | 106.4 | 108.0 | 111.7 | 108.1 | 119.8 | nt
CCOC(=O)c1sc(NC(=O)/C=C/c2ccccc2)nc1N1CCN(c2ccc(OC)cc2)CC1 | 96.9 | 82.9 | 79.3 | 89.7 | 83.6 | 102.9 | 86.3 | 78.0
Cc1cc(=O)[nH]c(O)c1C#N | 91.0&105.3&97.2 | 111.6&99.2&106.0 | 103.1&99.9&97.3 | 108.6&98.2&107.1 | 108.5&115.6&119.8 | 103.3&113.0&100.2 | 111.2&95.9&97.5 | 122.2&99.3&94.8
NC1=NC2(CCCCC2)N(c2ccc(S(N)(=O)=O)cc2)C(N)=N1 | 101.2 | 98.4 | 94.9 | 104.4 | 106.7 | 101.9 | 103.8 | 102.3
NC(=S)N/N=C/c1ccc2c(c1)OCO2 | nt | 81.6 | 89.0 | nt | 99.9 | 80.5 | 78.7 | 102.5
COc1cc(CCn2nnc3c(Nc4ccc(N5CCCC5)cc4)ncnc32)cc(OC)c1 | nt | 46.2 | 67.9 | 111.7 | 86.9 | nt | 75.9 | 60.8
C[C@H]1[C@H]2[C@H]3CC[C@@H]4[C@@]5(C)CCCNC(C)(C)[C@@H]5CC[C@@]4(C)[C@]3(C)CC[C@@]2(C(=O)N2CCN(C)CC2)CC[C@@H]1C | 101.0 | 98.8 | 91.4 | 104.9 | 100.5 | 95.7 | 107.1 | 111.5
Cc1ccccc1NNc1ccccc1C | 84.9 | 99.3 | 74.0 | 89.8 | 102.7 | 105.0 | 102.1 | 74.5
COC1(OC)C2(Cl)CC(OC(C)=O)C1(Cl)C(Cl)=C2Cl (configuration not stated) | 123.1 | 107.7 | 96.2 | 118.6 | 120.8 | 98.0 | 101.8 | 106.9
NCCN1CCN(c2nccc(-c3ccc(Cl)cc3)n2)CC1 | 68.9 | nt | 57.4 | 58.6 | 74.3 | 85.1 | 73.2 | nt
CCOP(=O)(OCC)C(NC(=O)c1ccccc1)C1=NCCS1 (configuration not stated) | 100.8 | 105.9 | 97.6 | 97.0 | 95.6 | 106.7 | 108.3 | 91.8
CCOC(=O)c1ccc(NC(C)=O)cc1 | 94.2&103.5 | 102.7&95.9 | 103.9&93.6 | 108.1&116.5 | 111.1&104.4 | 100.1&98.0 | 101.3&114.2 | 94.0&97.0
CN1C(=O)CCS(=O)(=O)C1c1ccc(Cl)c(Cl)c1 (configuration not stated) | 96.3 | 112.7 | 104.7 | 110.9 | 95.8 | 102.2 | 95.7 | 86.5
O=C(/C=C\c1cccc([N+](=O)[O-])c1)c1ccccc1 | -5.1* | 180.0 | -9.6* | 103.6 | 86.5 | 90.1 | -13.8* | 12.7
O=C1Nc2ccccc2N2C1=NNC(=S)N2c1ccccc1 | 80.5 | 94.6 | 83.9 | 79.3 | 90.9 | 113.0 | 91.4 | 71.2
COC(=O)[C@]12CCC(C)(C)C[C@H]1C1=CC[C@@H]3[C@@]4(C)C=C(N5CCOCC5)C(=O)C(C)(C)[C@@H]4CC[C@@]3(C)[C@]1(C)CC2 | 68.5 | 77.0 | 88.3 | 93.7 | 121.6 | 127.3 | 105.4 | 67.1
CN(C)C(=O)c1cc2cnc(Nc3ccc(-c4csc5c(=O)cc(N6CCNCC6)oc45)cc3)nc2n1C1CCCC1 | 52.1 | nt | 3.9* | 9.9* | 11.4 | 46.2 | 19.6 | nt
CS(=O)(=O)N1CCN(S(=O)(=O)c2ccc3c(c2)CN(C(=O)C(F)(F)F)CC3)CC1 | 103.8 | 104.9 | 92.9 | 102.2 | 108.3 | 112.6 | 97.9 | 97.7
CC(=O)NC1=NC(=O)/C(=C/c2ccccc2Cl)N1C | 102.0 | 95.0 | 100.5 | 105.2 | 91.3 | 105.6 | 98.8 | 91.5
COc1cc(Cn2c(SCC(=O)NCc3ccc(S(N)(=O)=O)cc3)nc3ccccc3c2=O)cc(OC)c1OC | 94.1 | 104.0 | 92.0 | 81.7 | 114.6 | 90.8 | 88.5 | 97.8
COc1ccc(S(=O)(=O)n2ccc(-c3ccc4c(c3)CCC(C)(C)O4)n2)cc1 | 46.7 | 55.6 | 73.5 | 87.7 | 97.8 | 65.5 | 36.6 | nt
COCCOC(=O)c1cccc(C)c1 | 101.2 | 132.3 | 91.7 | 113.4 | 98.8 | 98.8 | 110.3 | 100.4
Cc1nc(C(Cl)(Cl)Cl)[nH]c(=O)c1SCCO | 95.1 | 104.4 | 92.5 | 102.0 | 99.3 | 138.2 | nt | 134.0
Cc1ccc2oc(=O)cc(CSC(=S)N3CCOCC3)c2c1 | 85.7 | 83.8 | 89.8 | 89.9 | 90.9 | 101.4 | 93.9 | 104.2
Cc1cc(N2CCOCC2)nc(N(CCCNc2ccnc3cc(Cl)ccc23)Cc2ccc3c(c2)OCO3)n1 | -45.9* | -43.7* | 3.1* | -37.1* | 9.5* | -38.3* | -63.6* | -29.2*
CC(=O)Oc1ccc(OC(C)=O)c(OC(C)=O)c1 | 106.8 | 120.6 | 100.2 | 93.6 | 109.0 | 115.7 | 119.6 | 101.4
COc1c2c(c(Br)c3c1C(CCc1ccccc1)N(C)CC3)OCO2 (configuration not stated) | 33.6 | 28.1 | 18.6 | 39.9 | 61.4 | 3.2* | 41.8 | 31.0
COC(=O)c1ccc(O)c(N)c1 | 98.5 | 107.2 | 98.7 | 94.6 | 86.2 | 93.6 | 106.4 | nt
CCCCCCCCNC(=O)C(C)C | 95.2 | 108.4 | 92.0 | 109.0 | 97.1 | 106.7 | 85.4 | 101.7
O=C(Nc1ccccn1)c1ccc2ccc3ccc(C(=O)Nc4ccccn4)nc3c2n1 | 80.0 | 101.8 | 70.8 | 107.6 | 106.8 | 96.8 | 115.8 | 91.8
CCOC(=O)c1cnc(Nc2nc3ccccc3s2)[nH]c1=O | 95.1 | 95.9 | 104.1 | 104.3 | 95.6 | 115.5 | nt | 97.5
CCOC(=O)SC1=Nc2c(c(-c3ccccc3)cn2-c2ccc(C)cc2)C2=NCCN12 | 92.7 | 83.4 | 101.3 | 84.1 | 92.1 | 108.3 | 102.4 | 83.6
COc1ccc(-c2nc(NCC(=O)c3ccc(Cl)c(Cl)c3)[nH]c(=O)c2C#N)cc1 | 94.7 | 83.4 | 97.7 | 100.2 | 117.7 | 85.4 | 119.1 | 81.1
CN(C)c1nc2ncnc(N(C)C)c2[nH]1 | 119.5 | 105.4 | 87.5 | 103.1 | 85.5 | 101.2 | 96.4 | nt
CCOC(=O)c1sc(Nc2ncccn2)nc1-c1ccccn1 | 41.8 | 108.0 | 7.2* | 86.7 | 105.2 | 89.2 | 10.4 | 62.7
O=C1c2cc(Cl)ccc2Oc2cc([N+](=O)[O-])ccc2N1c1ccc(I)cc1F | 79.4 | 73.9 | 91.9 | 89.4 | 96.3 | nt | 105.2 | nt
CCCC1(/C=N/NC(N)=O)NC(=O)NC1=O (configuration not stated) | 111.3 | 102.2 | 107.7 | 114.3 | 104.6 | 109.3 | nt | 110.9
CCC1SC(=S)N(CCc2ccc(OC)c(OC)c2)C1=O (configuration not stated) | 32.9 | 75.6 | 62.3 | 99.2 | 105.1 | 103.6 | 47.7 | 87.8
COc1ccc(/C=C2\N=C3SCN(c4ccc(C#N)cc4)CN3C2=O)cc1 | 97.8 | 96.5 | 89.6 | 92.2 | 99.1 | 92.7 | 113.7 | 77.1
CCCCOc1c(N)cc(Cl)cc1C(=O)OCCN(CC)CC | 99.8 | 83.9 | 93.3 | 101.4 | 99.7 | 76.5 | 111.9 | 79.5
c1ccc(CC2(Cc3ccccc3)N=C(c3ccccc3)C(c3ccccc3)=N2)cc1 | 65.0 | 53.9 | 65.1 | 83.6 | 98.6 | 86.1 | 25.6 | 60.5
Cc1c(Cc2ccccc2)c(=O)oc2c(C)c(OCC(=O)NN)ccc12 | 89.7 | 97.8 | 92.2 | 89.4 | 100.8 | 97.8 | 105.5 | 86.6
COc1cc(C(=O)Nc2n[nH]c(-c3cccc(Cl)c3)n2)cc(OC)c1OC | 97.3 | 105.3 | 95.0 | 117.7 | 84.9 | 96.0 | 111.2 | 107.3
CN1CCN(c2nc3cc(-c4ccccc4)sc3c(=O)[nH]2)CC1 | 103.0 | 94.8 | 91.7 | 91.5 | 95.9 | 93.4 | 98.5 | 91.4
Cc1[nH]c(-c2cccc(N)c2)c2c1C(=O)CCCC2 | 62.4 | 62.5 | 36.5 | 63.4 | 40.8 | 84.8 | 54.7 | 49.0
COc1ccc(C(C#N)(CCN(C)C)CN(C)C)cc1 (configuration not stated) | 106.9 | 90.2 | 99.0 | 104.7 | 106.9 | 92.0 | 116.1 | 100.2
COc1cc(/C=N/N=C(N)N)ccc1O | 108.4 | 119.1 | 97.1 | 112.1 | nt | 94.1 | 132.1 | 104.6

(next part)
SMILES | T-47D | K-562 | MCF7 | MDA-MB-231 | HS 578T | BT-549 | MDA-MB-468 | SR
[O-]c1c[n+](-c2ccc(Cl)cc2)no1 | 83.5 | 106.1 | 84.9 | 80.1 | 100.6 | 106.9 | 98.7 | 97.9
CS(=O)(=O)c1nccc(-c2c(-c3cccc(O)c3)nc3occn23)n1 | 95.1 | 120.5 | 92.8 | 96.3 | 99.8 | 113.4 | 88.6 | 114.5
COc1cc(/C=C2\CCC/C(=C\c3cc(CN4CCCCC4)c(O)c(OC)c3)C2=O)cc(CN2CCCCC2)c1O | 103.7 | 38.8 | 52.5 | 69.3 | 81.4 | 103.4 | 80.4 | 6.8*
CCOC(=O)C1=C(C(=O)OCC)N(c2ccc(F)cc2)C(N)=C(C#N)C1c1cc(=O)[nH]c2ccccc12 (configuration not stated) | 106.8 | 94.1 | 88.5 | 98.1 | 106.6 | 100.5 | 109.8 | 94.7
O=C(O)c1cncc(Br)c1 | 101.6 | 215.6 | 94.6 | 102.4 | nt | 89.3 | 108.2 | 144.7
O=C1/C(=C/c2ccccc2O)Oc2cc(O)ccc21 | 102.4 | 97.4 | 100.6 | 107.5 | 108.1 | 110.9 | 104.4 | 97.0

Structural class, those above containing fluorine
SMILES | T-47D | K-562 | MCF7 | MDA-MB-231 | HS 578T | BT-549 | MDA-MB-468 | SR
CS(=O)(=O)N1CCN(S(=O)(=O)c2ccc3c(c2)CN(C(=O)C(F)(F)F)CC3)CC1 | 103.8 | 104.9 | 92.9 | 102.2 | 108.3 | 112.6 | 97.9 | 97.7
O=C1c2cc(Cl)ccc2Oc2cc([N+](=O)[O-])ccc2N1c1ccc(I)cc1F | 79.4 | 73.9 | 91.9 | 89.4 | 96.3 | nt | 105.2 | nt
CCOC(=O)C1=C(C(=O)OCC)N(c2ccc(F)cc2)C(N)=C(C#N)C1c1cc(=O)[nH]c2ccccc12 (configuration not stated) | 106.8 | 94.1 | 88.5 | 98.1 | 106.6 | 100.5 | 109.8 | 94.7

This is a random part of the collection; any-hit rate near 14%.
